# EPAC1 antag: qHTS for Antagonist of cAMP-regulated guanine nucleotide exchange factor 3 (EPAC1): primary screen; Potency, µM (titrated, usually from 115 µM), without a hit: at the top dose activity change, negative = inhibition, hits mostly inhibitors; actives 0.14% (n = 360,000); EPAC1 GEF assay, Rap1b-BODIPY-GDP exchange fluorescence; Rap guanine nucleotide exchange factor 3 (Homo sapiens), O95398;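 further: potency means the concentration at half of the fitted maximal effect; plate controls were vehicle for no effect and positive control for full effect; nearly all actives have a fitted effect of over 50% in size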
# Target sequence (O95398 whole entry, looked up): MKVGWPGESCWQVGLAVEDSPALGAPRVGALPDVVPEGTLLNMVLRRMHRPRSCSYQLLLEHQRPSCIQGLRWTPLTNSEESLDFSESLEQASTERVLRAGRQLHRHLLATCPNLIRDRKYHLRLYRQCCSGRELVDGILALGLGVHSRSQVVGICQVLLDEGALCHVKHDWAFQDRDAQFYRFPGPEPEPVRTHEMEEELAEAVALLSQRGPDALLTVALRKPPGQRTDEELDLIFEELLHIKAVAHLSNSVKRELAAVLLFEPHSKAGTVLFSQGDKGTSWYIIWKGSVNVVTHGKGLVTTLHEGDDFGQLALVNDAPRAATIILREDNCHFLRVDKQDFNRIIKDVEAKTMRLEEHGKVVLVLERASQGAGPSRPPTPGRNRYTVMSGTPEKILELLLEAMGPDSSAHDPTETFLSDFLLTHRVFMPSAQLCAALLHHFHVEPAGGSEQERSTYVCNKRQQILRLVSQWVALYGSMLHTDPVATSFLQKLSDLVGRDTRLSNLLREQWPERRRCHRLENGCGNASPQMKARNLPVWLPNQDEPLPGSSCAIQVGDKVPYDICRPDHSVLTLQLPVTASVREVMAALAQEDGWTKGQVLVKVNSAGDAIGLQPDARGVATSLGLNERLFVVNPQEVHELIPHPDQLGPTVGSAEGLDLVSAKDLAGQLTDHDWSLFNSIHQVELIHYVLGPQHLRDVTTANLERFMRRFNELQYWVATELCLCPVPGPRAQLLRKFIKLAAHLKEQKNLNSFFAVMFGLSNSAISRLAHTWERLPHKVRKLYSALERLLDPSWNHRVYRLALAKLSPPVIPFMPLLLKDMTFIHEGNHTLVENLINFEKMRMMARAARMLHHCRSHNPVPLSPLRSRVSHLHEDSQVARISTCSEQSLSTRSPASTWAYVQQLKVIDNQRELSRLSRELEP
# PI5P4K alpha inh: qHTS for Inhibitors of phosphatidylinositol 5-phosphate 4-kinase (PI5P4K); PI5P4Kalpha enzyme, ADP-Glo luminescence, 60 min; stronger effect = lower value; max response, %; actives 1.2% (n = 330,000); AID 652105, 2013; active means max response of -50% or lower; inconclusive means between -30% and -50%; inactive means -30% or higher; further: value at the top dose of about 77 µM; on the % scale 0 is the no-effect control and ±100 the full control effect
#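 Enzyme plus substrate dispensed, test compounds pinned in, then ATP (5 microM final) added. After 60 min at RT, ADP-Glo reagent 1 for 45 min and reagent 2 for 30 min preceded luminescence imaging.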
# WRN inhibitor: qHTS for Inhibitors of WRN Helicase; Bifunctional 3'-5' exonuclease/ATP-dependent helicase WRN (Homo sapiens), Q14191; WRN helicase unwinding, fluorescent forked duplex, kinetic; Potency, µM (top dose mostly 114 µM), for inactives: top-dose activity change, negative = inhibition, most hits filed as inhibitors; actives 0.46% (n = 360,000); AID 651768, 2012; further: potency means the concentration at half of the fitted maximal effect; on the % scale 0 is the no-effect control and ±100 the full control effect; nearly all actives have a fitted effect of over 55% in size
#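 WRN at 20 nM final preincubated with compound 15 min at room temperature; reaction started with 100 nM fluorophore/quencher forked duplex oligonucleotide and 2 mM ATP final. Unwinding followed kinetically by red fluorescence (ex 525, em 598 nm).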
# IL-2 act: qHTS of IL-2 Activators | IL-2 activation reporter assay, cell-based qHTS; stimulated with anti-CD3/CD4/CD28 beads; in transgenic mouse T cells | activation, % (series mostly up to about 46 µM) | actives 0.065% (n = 360,000); in the data active means activation above about 50%; inconclusive means mostly about 30% to 49%; further: 0% is about no effect
#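 Unstimulated transgenic mouse T cells, 750 per well, received compound and, after 60 minutes, anti-CD3/anti-CD4 bead plus anti-CD28 stimulation. EGFP and DsRed were quantified after 18 hours.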
# PLK1 PBD block: qHTS for Inhibitors of PLK1-PDB (polo-like kinase 1 - polo-box domain): Primary Screen; Serine/threonine-protein kinase PLK1 (Homo sapiens), P53350; Plk1 PBD binding of FITC phosphopeptide, fluorescence polarization; Potency, µM, for inactives: max response, negative = inhibition, hits mostly inhibitors; actives 2.8% (n = 360,000); further: potency means the concentration at half of the fitted maximal effect; series mostly up to about 57 µM; on the % scale 0 is the no-effect control and ±100 the full control effect; nearly all actives have a fitted effect of over 65% in size
# aSyn yeast inh: qHTS of alpha-syn Inhibitors | Yeast expressing alpha-synuclein, growth rescue, BacTiter-Glo, 24 h | Potency, µM (doses to about 46.1 µM), without a hit: at the highest dose growth rescue (activation), most hits filed as activators | actives 0.14% (n = 370,000); further: potency means the concentration at half of the fitted maximal effect; % of control where 0% means no effect; nearly all actives have a fitted effect of over 65% in size
#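 Screening used galactose-induced yeast with toxic alpha-synuclein levels, exposed to compound for 24 hr at 30 deg C. Cell growth, read with BacTiter-Glo luminescence, gave the measured signal.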
# FUS yeast rescue: qHTS for Suppressors of FUS Proteinopathy: Primary screen using FUS-linked yeast assay; actives 0.24% (n = 390,000); Potency, µM (highest dose often 76.6 µM), without a hit: at the highest dose growth rescue (activation), hits mostly activators; S. cerevisiae FUS-expressing, growth rescue, OD600, 24 h;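 further: potency means the concentration at half of the fitted maximal effect; plate controls were DMSO vehicle for no effect and reference control for full effect; nearly all actives have a fitted effect of over 55% in size; some results filed as inactive show a strong effect at the top dose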
#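 Yeast FUS proteinopathy model; galactose-induced FUS (2%), starting OD 0.005. Cpds in dilution series, 24hr, 30C, 99% humidity. Abs 600 nm growth. Pos ctrl CP55940 (top 92uM final); neg ctrl DMSO.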
# EPAC1 ag: qHTS for Agonist of cAMP-regulated guanine nucleotide exchange factor 3 (EPAC1): primary screen. Rap guanine nucleotide exchange factor 3 (Homo sapiens), O95398. EPAC1 agonist qHTS, biochemical assay; response scale: 100% = response to 6.5 mM cAMP. Potency, µM (doses to about 154 µM), for the others: top-dose activation, most hits filed as activators. actives 0.073% (n = 360,000); further: potency means the concentration at half of the fitted maximal effect; nearly all actives have a fitted effect of over 60% in size
#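 Nucleotide exchange assay: 100 nM EPAC1 with 250 nM Rap1B loaded with BODIPY-GDP and 50 uM GDP, room temperature. Fluorescence (480/540 nm) read every 5 min for 30 min; signal change normalized to 6.5 mM cAMP as full agonist.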
# Abeta yeast res: qHTS for compounds that reverse cellular toxicity of Amyloid beta (A-beta) peptide in yeast: Primary Screen; yeast expressing A-beta42, growth rescue, OD600, 48 h; response scale: 0% DMSO, 100% iron-clioquinol control; Potency, µM (top dose mostly 46.1 µM), for inactives: top-dose growth rescue, hits mostly activators; actives 0.063% (n = 410,000); AID 1347071, 2019; further: potency means the concentration at half of the fitted maximal effect; nearly all actives have a fitted effect of over 55% in size
#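 Yeast growth medium received pinned compounds, then yeast cells expressing toxic A-beta were added; plates incubated at 30 C for 48 hr. Growth read as absorbance at 600 nm, normalized to DMSO and equimolar FeCl3 plus clioquinol controls.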
# * marks the source's active call; other numbers are inactive results; ? = inconclusive; · = not tested or not shown; [ ] = remark or other dose. Unless noted, the call rests on the fitted dose curve; in most records, active means well fitted curve in the direction sought with a large enough effect; inconclusive means small, poorly fitted or top-dose-only effect, or another doubt; inactive means no such curve, though single readings can be large; an effect the other way counts as inactive or inconclusive.
[1] CCC(C)NS(=O)(=O)c1cc2c3c(c1)CCN3C(=O)CC2 (stereo not drawn)
[2] Cc1ccc(-c2nc(N/N=C/c3ccncc3)c3ccccc3n2)cc1
[3] CCc1ccc(NC(=O)COC(=O)/C=C/c2ccco2)cc1
[4] CN(C)S(=O)(=O)c1cc(NC(=O)c2ccc(-n3ccnc3)c([N+](=O)[O-])c2)ccc1Cl
[5] CCOC(=O)CN1C(=O)S/C(=C\c2ccc(-c3cccc(C(=O)O)c3C)o2)C1=O
[6] Nc1nc(N)c2[nH]c(=S)[nH]c2n1
[7] CC(NC(=O)c1ccccc1)C(=O)NC1CCCc2ccccc21 (stereo not drawn)
[8] COc1ccc(CN2CCNC(=O)C2CC(=O)N(C)Cc2ccno2)c(F)c1 (stereo not drawn)
[9] CCOC(=O)N1CCN(CC(O)COC2CC(C)CC(C)(C)C2)CC1 (stereo not drawn)
[10] O=C1/C(=C/c2ccc(O)c([N+](=O)[O-])c2)SC(=S)N1Cc1ccccc1
entry no.,1,2,3,4,5,6,7,8,9,10
EPAC1 antag,2%,-11%,7%,-7%,-1%,-8%,-18%,-4%,-12%,-8%
PI5P4K alpha inh,-8,·,-16,-30,-17,-52*,-7,-4,3,-7
WRN inhibitor,0%,-29%[57.1 µM],-32%,-12%,-3%[11.6 µM],-21%,-8%,-8%,-30%,-10%
IL-2 act,-0.3,-0.8,-5.6,-2.8,0.0,0.2,1.6,0.7,0.2,-4.4
PLK1 PBD block,-4%,-13%,-12%,2%,-7%,24µM*,-3%,-10%,-4%,?
aSyn yeast inh,-8%,-56%[inhibitor],1%,-1%,-3%,-15%,7%,-4%,3%,0%
FUS yeast rescue,15%,?,·,21%,19%,-15%,-2%,·,-4%,3%
EPAC1 ag,-11%,13%,5%,4%,8%,0%,-9%,-5%,-5%,1%
Abeta yeast res,-1%,-21%,0%,21%,16%,2%,14%,3%,15%,-8%

[11] Cc1cc(NC(=O)c2cccc([N+](=O)[O-])c2)no1
[12] Cc1ccc(S(=O)(=O)/N=C/c2ccc(N(C)C)cc2)cc1
[13] CC1CCCCN1C(=O)CSc1nc(N)cc(=O)[nH]1 (stereo not drawn)
[14] Cc1ccc(CNC(=O)c2c(-c3ccccc3)sc3ccccc23)o1
[15] CC(C)n1nnnc1SCC(=O)Nc1ccc2c(c1)OCO2
[16] O=C1C(O)CCN1C1CCCCC1 (stereo not drawn)
[17] CCOc1ncccc1C(=O)Nc1ccc(OC)c(S(=O)(=O)N2CCCCC2)c1
[18] COCc1ccc(CN2CCC(N3CCC(C(=O)N4CCCC4)CC3)CC2)o1
[19] Cc1ccc(N(C(=O)CNC(=O)c2ccco2)C(C(=O)NCC2CCCO2)c2ccccc2)c(C)c1 (stereo not drawn)
[20] O=C(CCl)NNc1cccc(Cl)n1
entry no.,11,12,13,14,15,16,17,18,19,20
EPAC1 antag,-2%,-7%,9%,7%,1%,6%,-18%,17%,-8%,8%
PI5P4K alpha inh,3,-5,-12,-27,-13,1,-5,-2,1,-3
WRN inhibitor,-3%,22%,10%,6%,1%,-21%,-6%,3%,-5%,-30%
IL-2 act,-4.0,-3.4,0.1,-0.5,-0.9,1.3,-1.0,-0.4,0.0,-0.2
PLK1 PBD block,3%,?,-7%,-2%,-3%,-7%,3%,-1%,-2%,?
aSyn yeast inh,-5%,-9%,-5%,5%,-7%,0%,10%,3%,-2%,-6%
FUS yeast rescue,7%,·,-18%,-16%,17%,-2%,5%,-5%,28%,-1%
EPAC1 ag,-1%,9%,3%,-15%,-7%,12%,-9%,-12%,-8%,4%
Abeta yeast res,-1%,-2%,7%,1%,15%,-12%,-7%,-1%,10%,-22%

[21] Cc1cccc(CSc2nnc(N)n2-c2ccccc2)c1
[22] O=C(Nc1cccc(-c2csc(Nc3ccc(Cl)cc3)n2)c1)c1ccccc1
[23] CCc1ccc(-c2nnn(CC(=O)N(C3CCCC3)C3CCS(=O)(=O)C3)n2)cc1 (stereo not drawn)
[24] C#CCN(CC(=O)OCC)S(=O)(=O)CCNC1CC1
[25] OC(COc1ccc(Br)cc1)CN1CCN(c2ccccc2)CC1 (stereo not drawn)
[26] CC(OC(=O)CN(C)S(=O)(=O)c1ccc(Cl)cc1)C(=O)Nc1ccc(N2CCOCC2)cc1 (stereo not drawn)
[27] OCCC1CN(CC#Cc2ccccc2)CCN1C1CCCC1 (stereo not drawn)
[28] CCc1cc[n+](C2=C([O-])c3ccccc3C(=O)/C2=N\S(=O)(=O)c2cccs2)cc1
[29] CC(=O)c1ccc(S(=O)(=O)N2CCN(C(=O)CSC(=S)N3CCCC3)CC2)cc1
[30] C[n+]1ccc(C(=O)NCc2ccccc2)cc1
entry no.,21,22,23,24,25,26,27,28,29,30
EPAC1 antag,9%,-29%,15%,0%,6%,-14%,4%,?,7%,2%
PI5P4K alpha inh,-5,-4,5,-1,-7,-2,1,?,-5,0
WRN inhibitor,-3%,4%,-2%,1%,-2%,-5%,0%,-32%,1%,4%
IL-2 act,-0.9,-0.6,0.5,0.2,-0.3,2.1,-1.4,-6.6,-2.5,0.5
PLK1 PBD block,-10%,?,7%,-12%,-1%,2%,-4%,?,1%,0%
aSyn yeast inh,-7%,-24%,-2%,-14%,7%,-1%,-1%,-6%,1%,0%
FUS yeast rescue,9%,?,-2%,-22%,-7%,14%,40%,?,16%,9%
EPAC1 ag,4%,-9%,-2%,-3%,2%,-12%,12%,-5%,11%,-3%
Abeta yeast res,6%,16%,-41%[inhibitor],-12%,17%,-2%,-1%,-19%,4%,-6%

[31] Cc1onc(-c2ccccc2Cl)c1C(=O)Nc1nc2c(s1)CCCC2
[32] O=C(NCc1ccccc1F)C(=O)NCC1OCCCN1S(=O)(=O)c1cccs1 (stereo not drawn)
[33] Cc1ccc(-c2onc(C)c2C)cc1S(=O)(=O)N1CCOc2ccccc21
[34] O=C(Nc1ccccc1)c1ccccc1N=Cc1ccccc1O
[35] N#Cc1ccc(S(=O)(=O)NC[C@H]2O[C@@H](n3cnc4c(N)ncnc43)[C@H](O)[C@@H]2O)cc1
[36] CN(Cc1c(F)cccc1Cl)C(=O)C1=CC=CN2CCS(=O)(=O)N=C12
[37] COc1cc(OC)c2c(c1)OC(=O)CC2c1ccc(C)cc1 (stereo not drawn)
[38] CC1=[N+](C)c2c(ccc3cccnc23)C1(C)C
[39] CCCCn1c(C(C)NC(=O)CCC)nc2ccccc21 (stereo not drawn)
[40] O=C(NCCc1ccc(Cl)cc1)c1n[nH]c2ccccc12
entry no.,31,32,33,34,35,36,37,38,39,40
EPAC1 antag,7%,-1%,-5%,5%,-6%,-1%,0%,-11%,2%,7%
PI5P4K alpha inh,-9,0,0,3,7,1,4,-19,-1,7
WRN inhibitor,0%,-8%,-11%,-11%,-4%,-2%,-10%,56µM*,-5%,2%
IL-2 act,-2.3,-0.4,-1.2,-0.3,-0.4,-0.3,-0.2,2.0,2.5,-1.0
PLK1 PBD block,-14%,1%,-9%,-8%,-6%,2%,-7%,-25%,3%,-9%
aSyn yeast inh,-4%,-5%,-6%,0%,-4%,-8%,-2%,-18%,-1%,-8%
FUS yeast rescue,14%,?,21%,2%,-21%,-5%,-23%,37%,-19%,-7%
EPAC1 ag,-1%,8%,2%,4%,9%,3%,-6%,13%,0%,-14%
Abeta yeast res,-6%,11%,-8%,2%,4%,9%,-22%,-37%[inhibitor],7%,-3%

[41] O=C(NCc1ccncc1)c1ccc(Cl)c(S(=O)(=O)N2CCCCC2)c1
[42] Cc1c(C(=O)N(Cc2ccco2)Cc2cccs2)oc2ccccc12
[43] COc1ccc(-c2csc(Cc3nnc4n3CCCCC4)n2)cc1OC
[44] CCOC(=O)c1cc(-c2ccccc2)n(CC(=O)Nc2cc(OC)cc(OC)c2)c1C
[45] Cc1cc(C)nc(SCc2cc(=O)c(OC(=O)c3cccc([N+](=O)[O-])c3)co2)n1
entry no.,41,42,43,44,45
EPAC1 antag,-20%,1%,-1%,-19%,2%
PI5P4K alpha inh,1,?,-1,10,5
WRN inhibitor,9%[57.1 µM],-33%,-4%,-22%,3%
IL-2 act,1.3,-2.8,0.0,-0.3,-0.7
PLK1 PBD block,-5%,-19%,-8%,-10%,?
aSyn yeast inh,5%,6%,1%,-3%,5%
FUS yeast rescue,-15%,·,16%,·,·
EPAC1 ag,0%,15%,0%,-8%,0%
Abeta yeast res,-2%,1%,3%,4%,9%

# Pulled one by one from the list above, 5 records:
[2] Cc1ccc(-c2nc(N/N=C/c3ccncc3)c3ccccc3n2)cc1
[17] CCOc1ncccc1C(=O)Nc1ccc(OC)c(S(=O)(=O)N2CCCCC2)c1
[14] Cc1ccc(CNC(=O)c2c(-c3ccccc3)sc3ccccc23)o1
[3] CCc1ccc(NC(=O)COC(=O)/C=C/c2ccco2)cc1
[32] O=C(NCc1ccccc1F)C(=O)NCC1OCCCN1S(=O)(=O)c1cccs1 (stereo not drawn)
entry no.,2,17,14,3,32
EPAC1 antag,-11%,-18%,7%,7%,-1%
PI5P4K alpha inh,·,-5,-27,-16,0
WRN inhibitor,-29%[57.1 µM],-6%,6%,-32%,-8%
IL-2 act,-0.8,-1.0,-0.5,-5.6,-0.4
PLK1 PBD block,-13%,3%,-2%,-12%,1%
aSyn yeast inh,-56%[inhibitor],10%,5%,1%,-5%
FUS yeast rescue,?,5%,-16%,·,?
EPAC1 ag,13%,-9%,-15%,5%,8%
Abeta yeast res,-21%,-7%,1%,0%,11%
